Screening data as filed in PubChem.
Polio RdRp inh – poliovirus RdRp elongation inhibitors, primary screen, biochemical, fluorescence polarization, total intensity; poliovirus polymerase elongation; stronger effect = lower value; % elongation, % (compound at 16.7 µg/mL); AID 588519, 2011; Genome polyprotein (Poliovirus type 1 (strain Mahoney)), P03300; actives 0.66% (n = 150,000); in the data active = % elongation below about 90%; note: some results filed as inactive read as strong as hits
Target sequence (P03300 1749-2209 limits assumed): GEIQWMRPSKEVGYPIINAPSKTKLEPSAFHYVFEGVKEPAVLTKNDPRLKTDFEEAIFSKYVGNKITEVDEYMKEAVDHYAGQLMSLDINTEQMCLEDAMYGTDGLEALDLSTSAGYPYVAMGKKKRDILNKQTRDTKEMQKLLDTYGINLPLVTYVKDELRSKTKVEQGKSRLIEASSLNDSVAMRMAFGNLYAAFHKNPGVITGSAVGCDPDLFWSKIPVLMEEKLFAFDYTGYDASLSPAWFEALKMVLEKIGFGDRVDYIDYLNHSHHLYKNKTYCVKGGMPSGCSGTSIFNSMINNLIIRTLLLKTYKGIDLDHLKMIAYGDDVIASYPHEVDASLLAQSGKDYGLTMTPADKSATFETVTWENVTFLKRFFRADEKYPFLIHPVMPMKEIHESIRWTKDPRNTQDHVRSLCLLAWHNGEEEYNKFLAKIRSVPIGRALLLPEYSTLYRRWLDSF
Polio RdRp inh FP z-score – also measured in Polio RdRp inh; calls as there; z-score; measured here: FP z-score; hits read low
Numbers without * were called inactive. Some of the compounds tested; count on the stated rates, not on these rows.

SMILES	Polio RdRp inh	Polio RdRp inh FP z-score
COc1ccc(-c2c(C(F)(F)F)nn(C)c2NC(=O)NC(C)(C)C)cc1	99	-0.8
Cc1ccc(C(C)N)cc1C (stereo not given)	102	0
CC(=O)N1CCCc2ccc(NC(=O)Oc3ccccc3)cc21	103	0.2
Cc1cc2c(cc3c(SCC(=O)Nc4ccccc4F)nncn32)o1	100	-0.4
CCOC(=O)c1ccc(NC2(c3ccccc3)C(=O)c3ccccc3C2=O)cc1	100	-0.3
CCOc1ccc(CC(=O)NCCc2csc3nc(-c4ccccc4F)nn23)cc1	104	-0.6
COC(=O)c1ccccc1NC(=S)N(Cc1ccco1)Cc1cc2cc(C)ccc2[nH]c1=O	104	0.9
CC1(C)OC(=O)C(=Cc2c[nH]c3ccccc23)C(=O)O1	100	-0.6
Cc1ccc(Cc2nnc(C(=O)NCCC3=CCCCC3)o2)cc1	102	-0.1
Cc1ccc2c(=O)cc(C(=O)Nc3sc4c(c3C(N)=O)CCCC4)oc2c1	109	0.3
Cc1ccc(Cl)cc1N1CCN(C(=O)c2c(C)oc3ncnc(N4CCOCC4)c23)CC1	105	-0.4
Cc1cccc(C)c1NC(=O)C(NC(=O)c1ccc(-n2cnnn2)cc1)c1ccccc1 (stereo not given)	103	0
CCCc1nnc(SCC(=O)N2CCCCC2C)n1CC (stereo not given)	106	1.5
CCOC(=O)c1c(N)n(-c2cc(C)cc(C)c2)c2nc3ccccc3nc12	107	0.4
COc1cccc(C(=O)/C=c2\[nH]c(=O)/c(=C\c3cccs3)s2)c1	124	4.8
Cc1ccc(N2CC(=O)N(/N=C/c3ccncc3)CC2=O)cc1	105	0.5
CC(NC(=O)NCc1ccccc1)c1ccccc1 (stereo not given)	107	2.4
O=C(COC(=O)c1ccccc1F)Nc1ccccc1	102	0.3
O=C(O)C1CC2C=CC1O2 (stereo not given)	104	0.5
COCCNC(=O)c1c[nH]n2c(=O)c(Cc3ccc(Cl)cc3)c(C)nc12	100	-0.1
COC(=O)CC1Oc2ccccc2-n2cc(-c3ccc(F)cc3)nc21 (stereo not given)	107	0.7
CC1CCCN(C(=O)c2cccc(Cl)c2)C1 (stereo not given)	98	-0.7
COc1cccc(-n2nnc3c(=O)n(CC(=O)c4ccc(Cl)cc4)cnc32)c1	102	0.2
O=C(NCCC1=CCCCC1)c1ccc2c(c1)N(Cc1ccc(Cl)cc1)C(=O)c1ccccc1S2=O (stereo not given)	105	0
O=C(c1ccc(NS(=O)(=O)/C=C/c2ccccc2)cc1)N1CCN(c2ncccn2)CC1	103	0
CCOC(=O)c1[nH]c(C)c(C(=O)N2CCC(C(=O)OCC)CC2)c1C	101	0.2
CC(=O)Nc1ccc(S(=O)(=O)NC(C)C)cc1	103	0.2
Cc1ccc(N(CC(=O)Nc2ccc(F)cc2F)S(=O)(=O)c2cccs2)cc1	106	-0.4
Cc1c(OC(=O)c2ccco2)ccc2c(=O)c(-c3nc4ccccc4s3)coc12	99	-0.1
N#CCCN(C(=O)c1cncc(Br)c1)c1ccccc1F	101	-0.2
COc1ccc(-c2c(C)nn3c(C(F)(F)F)cc(-c4ccccc4)nc23)cc1OC	104	0
Cn1c(=O)n(C)c2cc(CNCc3ccc(C(=O)O)cc3)ccc21	101	-0.2
CSc1cccc(NC(=O)CSc2nnc(Cc3ccccc3)o2)c1	103	1.1
O=C(O)COc1cccc2nsnc12	106	0.3
CC[n+]1ccccc1/C=C/N(C(C)=O)c1ccccc1	102	0.2
Cc1nonc1OCC12CC3CC(CC(C3)C1)C2	101	0
O=C(NCCc1nnc2ccc(N3CCCCCC3)nn12)c1ccccc1	105	1
COC(=O)C1=NOC2C(=O)N(c3ccc(OC)cc3)C(=O)C12 (stereo not given)	96	-1
COc1ccc(C(=O)Cn2c(=O)n3nc(CCn4nc(C)cc4C)nc3c3cc(OC)c(OC)cc32)cc1	112	1.2
Cc1nn(-c2ccccc2)cc1C1C=C(c2ccc(Cl)cc2)N=C2SCC(=O)N21 (stereo not given)	105	0
COc1ccc(Cc2n[nH]c(=S)o2)cc1	101	0
O=S(=O)(c1ccc(Cl)cc1)N1CCCC1c1nc(-c2ccccc2)no1 (stereo not given)	101	-0.3
CCCCC(=O)NC(c1ccco1)c1cc(Cl)c2cccnc2c1O (stereo not given)	93	-2.2
Cn1c(=O)c(=O)n(C)c2cc(N3CCOCC3)c(NS(=O)(=O)c3ccc(Cl)cc3)cc21	105	-0.1
CCOc1ccccc1C1SCC(=O)Nc2c1c(=O)[nH]n2C1CCCC1 (stereo not given)	100	-0.1
COC(=O)c1ccc(OC)c(CN2CCN(Cc3ccccc3Cl)S2(=O)=O)c1	104	0.4
CC1CCCN(c2csc3ccc(F)cc3c2=O)C1 (stereo not given)	101	-1.1
CC(C)(C)c1csc(NC2=NCCC2)n1	100	-0.5
O=C(Cn1ccn(-c2ccc(F)cc2)c(=O)c1=O)NCCc1ccccc1	103	-0.6
CC1(C)CC(=O)C(C(c2ccc(Cl)cc2)C(C#N)C(N)=S)=C(O)C1 (stereo not given)	107	0.4
Next structures follow:
SMILES	Polio RdRp inh	Polio RdRp inh FP z-score
Cc1cccc(C2N=C(N)Nc3nc4ccccc4n32)c1 (stereo not given)	95	-2.1
CN(C(=O)c1cccs1)c1ccccc1C(=O)O	100	-0.2
CC(=O)NC1CC(C)(C)NC(C)(C)C1	99	-0.3
O=C(CCS(=O)(=O)c1cccc2nsnc12)Nc1ccc(F)cc1	101	-1
O=C(Nc1ccc(N2C(=O)C3C4C=CC(C4)C3C2=O)cc1)Nc1nncs1 (stereo not given)	102	0.1
CCc1ccccc1N1CC(C(=O)O)CC1=O (stereo not given)	102	0
Cc1ccc(NC(=O)c2sc3nc[nH]c(=O)c3c2C)cc1Cl	106	-0.4
CC1CC(C)CN(S(=O)(=O)c2ccc(C(=O)Nc3nccs3)cc2)C1 (stereo not given)	104	0.1
Cc1nnc(SC(=O)Cn2c3ccccc3c3ccccc32)s1	103	0.3
CCc1cccc2c(/C=N/O)c[nH]c12	95	-0.7
CCn1c(SCC(=O)NCCc2ccccc2)nnc1-c1c[nH]c2ccccc12	104	0.7
Cc1ccc2nc(N=C(N)N)nc(C)c2c1	101	-0.1
CCCCOc1ccccc1C(=O)N(Cc1cccc(F)c1)C1CCS(=O)(=O)C1 (stereo not given)	112	1.4
O=c1cc(Nc2cccc(Br)c2)[nH]c(=O)[nH]1	102	0.1
S=c1[nH]nc(Cn2cnc3ccccc32)n1-c1ccccc1Cl	99	-0.1
CCOC(=O)c1cnc2c(C)cc(C)cc2c1Nc1cccc(C(=O)O)c1	104	0
CC1CC(C)CN(CC(O)COCc2ccccc2F)C1 (stereo not given)	104	0.3
Cn1c(SCC(=O)Nc2ccc3c(c2)OCCO3)nnc1C(F)(F)F	105	0.3
Cc1csc(=O)n1CCOC(=O)c1ccc(Br)cc1	99	-0.5
Fc1ccc(CN2CCc3nc(Nc4ccccc4)ncc3C2)cc1F	108	0.4
CN(C)C(=O)CSc1nc2ccccc2c(=O)n1-c1ccccc1	102	0.4
CCN1C(=O)N/C(=C/c2ccc(OCC(=O)O)cc2)C1=O	100	-0.3
Cc1nc2ccccn2c1-c1ccnc(SCC(=O)c2cccc(C(F)(F)F)c2)n1	109	1.3
CCOC(=O)C1=NNC2C(=O)N(c3cc(Cl)ccc3OC)C(=O)C12 (stereo not given)	104	0.7
Cc1ccc(-n2nc(C(=O)N3CCN(c4ccccc4)CC3)c(=O)n(C)c2=O)cc1	118	2.7
O=C(CN1CCN(Cc2ccccc2)CC1)NCc1ccco1	100	-1.1
Cc1nnc(N2CCCC(C(=O)NCc3ccccc3F)C2)c2nn(-c3ccc(Cl)cc3)c(C)c12 (stereo not given)	104	-0.2
O=C(Nc1ccc(F)c(Cl)c1)N1CCC(CN2CCc3ccccc3C2)CC1	108	-0.3
COC(=O)c1ccc(NC2=NCCCCC2)s1	105	0.2
COc1cccc(C(=O)NCCc2csc3nc(-c4ccc(C)cc4)nn23)c1OC	101	-0.2
COc1ccc(CC(=O)Nc2nc3c(s2)CCCC3)cc1	95	-0.8
COc1ccc(-c2nnc3n2N(C(C)=O)C(c2ccc(Cl)c(Cl)c2)=C(C(C)=O)S3)cc1	103	-0.5
NS(=O)(=O)c1ccc(CCNc2nc3c(-c4cccc(F)c4)nnn3c3ccc(Cl)cc23)cc1	103	-0.2
O=C(OCc1cc(Cl)cc2c1OCOC2)c1ccc(COc2ccccc2)o1	101	-0.4
CCC(=S)/C=C1/Sc2ccc(Cl)cc2N1CC	101	-0.1
CCCNC(=O)Nc1ccc(Br)cc1F	103	0.3
O=C(Cn1c(=O)c(C(F)(F)F)nc2ccccc21)N1CCc2ccccc2C1	104	1.2
CCC(C)N1CCN(Cc2ccccc2)CC1 (stereo not given)	102	0.1
CCOC(=O)Cn1cc(F)c(=O)[nH]c1=O	104	0.7
Cc1nnnn1CCC(=O)NC(C)c1ccccc1 (stereo not given)	99	-0.8

In the list so far, four contain bromine.
SMILES	Polio RdRp inh	Polio RdRp inh FP z-score
N#CCCN(C(=O)c1cncc(Br)c1)c1ccccc1F	101	-0.2
O=c1cc(Nc2cccc(Br)c2)[nH]c(=O)[nH]1	102	0.1
Cc1csc(=O)n1CCOC(=O)c1ccc(Br)cc1	99	-0.5
CCCNC(=O)Nc1ccc(Br)cc1F	103	0.3

(more compounds)
SMILES	Polio RdRp inh	Polio RdRp inh FP z-score
FC(F)(F)c1ccc(N2CCN(C(=S)NC3CC3)CC2)nc1	105	0.3
O=C(COC(=O)c1n[nH]c2ccccc12)NC1CCCCCC1	105	0.3
COC(=O)c1c(NC(=O)Cc2coc3cc(C)cc(C)c23)sc2c1CCC2	116	0.1
O=C(C1CCC1)N1CCCC(c2nc3c(nnn3Cc3cccc(Cl)c3)c(=O)[nH]2)C1 (stereo not given)	102	0.1
Cc1ccc(C)c(NC(=O)c2ccc3nc(CCc4ccccc4)oc3c2)c1	104	-0.6
Cc1ccc(C)c(S(=O)(=O)n2nc(C)c(S(=O)(=O)N3CCCCCC3)c2C)c1	106	-0.1
CC(C)(C)c1ccc(Cn2c(CN3CCOCC3)nc3ccccc3c2=O)cc1	107	0.6
Cn1cnc2cc(NCc3ccco3)ccc21	100	0
COc1ccc(CNC(=O)C2CCCN(S(=O)(=O)c3cccc4nsnc34)C2)cc1 (stereo not given)	112	1.3
CCc1nnsc1C(=O)Nc1nc2ccc(C)cc2s1	103	0.1
N#CCN(CC#N)C(=O)C1CC(=O)N(c2ccc(F)cc2)C1 (stereo not given)	106	1.3
Cc1c(C(=O)N2CCCC2)oc2ccc(S(=O)(=O)N3CCCC3)cc12	101	0.1
CCCc1oc(C(=O)O)cc1CN(CC)CC	101	-0.6
Cc1nnc(NC(=O)C(C)Sc2nncn2C)s1 (stereo not given)	100	-0.2
CCOC(=O)C1=CNc2ccccc2S1	101	-0.1
O=C(CC(c1ccccc1)c1cc(Cl)ccc1O)N1CCCCC1 (stereo not given)	103	0.6
Cc1cc2[nH]c(=O)c3ccccc3n2n1	100	-0.2
CCOc1ccc(NC(=O)CCn2nc(C)c(S(=O)(=O)N3CCCCC3)c2C)cc1	105	-0.3
CC(C)c1ccc(/C=N/n2nnnc2Nc2ccccc2)cc1	101	0.3
Cc1c(NC(=O)[C@@H](NC(N)=O)C(C)C)c(=O)n(-c2ccccc2)n1C	103	0.2

A draw from above in order of molar mass, rising:
SMILES	Polio RdRp inh	Polio RdRp inh FP z-score
Cc1cc2[nH]c(=O)c3ccccc3n2n1	100	-0.2
CCOC(=O)C1=CNc2ccccc2S1	101	-0.1
Cc1nnc(NC(=O)C(C)Sc2nncn2C)s1 (stereo not given)	100	-0.2
CC(C)c1ccc(/C=N/n2nnnc2Nc2ccccc2)cc1	101	0.3
O=C(CC(c1ccccc1)c1cc(Cl)ccc1O)N1CCCCC1 (stereo not given)	103	0.6
Cc1c(C(=O)N2CCCC2)oc2ccc(S(=O)(=O)N3CCCC3)cc12	101	0.1
CCOc1ccc(NC(=O)CCn2nc(C)c(S(=O)(=O)N3CCCCC3)c2C)cc1	105	-0.3

Remaining list, next part.
SMILES	Polio RdRp inh	Polio RdRp inh FP z-score
Cc1ccc2c(c1)N(CC(=O)N1CCCCC1C)C(=O)CO2 (stereo not given)	99	-0.7
COc1cc(CNC(=O)c2ccc(NC(=O)N3CCCCc4ccccc43)cc2)cc(OC)c1OC	114	0.7
Nc1cc(C(F)(F)F)ccc1N1CCOCC1	100	-0.3
COC(=O)c1ccc(-c2ccccn2)s1	102	-0.1
CCOc1ccccc1C(=O)N(Cc1ccco1)Cc1ccco1	112	0.8
Cn1nccc1C(=O)NCCN1C(=O)OC2(CCCCC2)C1(C)O (stereo not given)	108	0.6
c1ccc(OCCCCN2CCCCC2)cc1	100	0
COc1ccc(-n2c(O)c(C=NCc3ccccc3)c3ccccc3c2=O)cc1	103	0.8
COc1ccc(NC(=O)Cn2c(=O)n(CCC(C)C)c(=O)c3cccnc32)cc1Cl	104	-0.1
COc1ccc(-c2coc3cc4oc(=O)ccc4cc23)cc1	101	-0.8
COc1ccc(C)cc1NC(=O)c1cc2c(=O)n(Cc3cccnc3)ccc2nc1C	106	-0.1
COc1ccc(Cl)cc1S(=O)(=O)N1CCN(C(=O)c2cc(-c3ccc(Br)cc3)n[nH]2)CC1	110	0.9
O=C(N/N=C\C1C(=O)NC(=S)N(c2ccccc2)C1=O)c1ccc(O)cc1 (stereo not given)	104	0.5
COc1cc2c(cc1OC)CN1C(=S)N(C)C(=O)C1C2 (stereo not given)	99	-1.2
